High-throughput results: PubChem BioAssay, National Center for Advancing Translational Sciences (NCATS)
HBB splice mod – alters splicing of the hemoglobin beta chain; HBB splicing reporter cell assay, activation; EGFP reporter with mutant IVS2-654 intron; response scale: normalised to 500 nM splice-correcting PNA; 0.06% of 65,000 active; Potency, µM (titrated, usually from 46.1 µM), for inactives: at the top dose activation, most hits filed as activators; AID 925; further: potency means the concentration at half of the fitted maximal effect; 0% is about no effect
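HeLa cells stably expressing EGFP interrupted by mutant beta-globin intron 2 (IVS2-654), 500/well in 2% FCS. Treated with compound for 2 days at 37C. Splicing correction scored as total well GFP intensity (488 nm excitation, 500-520 nm emission); 500 nM antisense PNA served as control.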
GFP derepression – epigenetic GFP locus derepression in mouse cells; Potency, µM (top dose mostly 46.1 µM), for inactives: at the highest dose GFP derepression (activation); 0.09% of 68,000 active; AID 597; mouse C127i GFP locus derepression, cytometry, 30 h; further: % of control where 0% means no effect
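Derepression screen: silenced CMV-GFP reporter in murine C127i cells, 30 h compound incubation at 37 C, washed cells imaged by laser-scanning cytometer to enumerate GFP-expressing objects of 20 to 120 um.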
Ub-GFP proteasome – proteasome inhibitors stabilizing ubiquitin-GFP reporter | Ubiquitin-GFP reporter cells, proteasome inhibition, GFP fluorescence; response scale: untreated = 0%, 10 µM MG-132 = 100% | Potency, µM (doses to about 45.9 µM), without a hit: at the top dose activation (GFP accumulation), hits mostly activators | 67,000 tested, under 10 active; active means well fitted activation curve with a large enough effect, not every such curve was filed as active; inconclusive means small, poorly fitted or top-dose-only effect, or another doubt; inactive means no such curve, though single readings can be large or run the other way; further: potency means the concentration at half of the fitted maximal effect
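Reporter cells (U2OS, ubiquitin-G76V-GFP fusion) are plated overnight, then treated 4 hr at 37 °C with compound titrations from 46 uM down to 2.9 nM. Activity is scaled against untreated cells and 10 uM MG-132.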
Hsp90 Hop PPI – changes Hsp90-Hop TPR2A binding signal, up or down; AlphaScreen TPR2A-His6 binding biotin-Hsp90 C-terminal peptide; Potency, µM (series often up to 57 µM), inactives show top-dose activity change, negative = inhibition; 0.44% of 71,000 active; active means well fitted curve in either direction with a large enough effect; inconclusive means small, poorly fitted or top-dose-only effect, or another doubt; further: potency means the concentration at half of the fitted maximal effect; on the % scale 0 is the no-effect control and ±100 the full control effect; many of its hits are not listed in these tables
CRE-bla Fsk – alters forskolin-stimulated CRE reporter signaling in CHO cells. AID 662. Potency, µM (titrated, usually from 38.2 µM), for inactives: at the highest dose activity change, negative = inhibition, most hits filed as activators. CHO CRE-bla reporter (cAMP response element driving beta-lactamase), forskolin EC10, beta-lactamase ratio. 2.5% of 71,000 active; active means well fitted activation curve with a large enough effect in the signal ratio, with a control signal flat, not every such curve was filed as active; inconclusive means small, poorly fitted or top-dose-only effect, or effect the other way, or a change in a side signal; the % refers to the signal ratio; further: potency means the concentration at half of the fitted maximal effect; % of control where 0% means no effect
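CHO CRE-bla cells, overnight plating in Opti-MEM with 0.5% dialyzed FBS; cpd titration + EC10 NKH 477, 3 h 37 °C; CCF4 2 h RT; ex 405/em 460 vs 530 ratio → %Activity, AC50.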
Tau filament bind – tau filament binding | Potency, µM (titrated, usually from 57.1 µM), inactives show at the highest dose activity change, negative = inhibition | recombinant tau filaments, thioflavin S fluorescence, 15 h; filaments grown with octadecylsulfate alongside compound | 2% of 71,000 active;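 further: potency means the concentration at half of the fitted maximal effect; on the % scale 0 is the no-effect control and ±100 the full control effect; actives lower thioflavin S fluorescence by blocking filaments or displacing dye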
Target sequence (P10636 whole entry, looked up): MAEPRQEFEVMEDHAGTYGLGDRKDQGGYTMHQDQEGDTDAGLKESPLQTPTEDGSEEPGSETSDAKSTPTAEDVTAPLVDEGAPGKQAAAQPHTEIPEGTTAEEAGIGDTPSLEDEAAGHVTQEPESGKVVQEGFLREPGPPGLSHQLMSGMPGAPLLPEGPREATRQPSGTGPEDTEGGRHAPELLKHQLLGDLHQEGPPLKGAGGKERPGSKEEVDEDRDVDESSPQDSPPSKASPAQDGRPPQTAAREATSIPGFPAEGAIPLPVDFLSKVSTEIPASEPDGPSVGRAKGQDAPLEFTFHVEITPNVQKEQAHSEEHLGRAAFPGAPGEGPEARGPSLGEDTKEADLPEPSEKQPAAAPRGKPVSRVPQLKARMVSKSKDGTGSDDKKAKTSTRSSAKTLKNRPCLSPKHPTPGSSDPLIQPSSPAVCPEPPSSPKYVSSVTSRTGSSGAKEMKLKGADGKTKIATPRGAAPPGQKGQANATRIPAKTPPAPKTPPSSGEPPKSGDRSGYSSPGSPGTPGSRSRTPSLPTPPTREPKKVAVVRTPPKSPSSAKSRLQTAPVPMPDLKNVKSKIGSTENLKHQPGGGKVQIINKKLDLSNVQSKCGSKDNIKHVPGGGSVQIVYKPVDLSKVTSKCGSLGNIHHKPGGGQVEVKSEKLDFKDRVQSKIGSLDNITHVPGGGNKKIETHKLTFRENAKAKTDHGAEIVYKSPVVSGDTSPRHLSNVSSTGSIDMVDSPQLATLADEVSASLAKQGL
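Thioflavine S fluorescence (ex 450, em 510 nm) reports filaments formed from 1 uM human tau plus 30 uM ODS over 15 h at 37 C (10 mM HEPES pH 7.4, 100 mM NaCl, 5 mM DTT); compounds displacing dye or blocking filaments lower signal.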
ERK AVP block – blocks ERK signaling stimulated by vasopressin. HEK293-V1b, vasopressin-stimulated pERK AlphaScreen. Potency, µM (doses to about 57.5 µM), inactives show top-dose activity, negative = inhibition, usual class: inhibitors. 0.99% of 72,000 active. AID 995; further: potency means the concentration at half of the fitted maximal effect; on the % scale 0 is the no-effect control and ±100 the full control effect; nearly all actives have a fitted effect of over 55% in size
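V1b-HEK293 cells; cpd 30 min 37C; 25 nM vasopressin 5 min; lyse 10 min; AlphaScreen beads 5 hr RT. Normalized to DMSO basal and 25 nM vasopressin; AC50 by Hill fit.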
HADH2 inh – HADH2 (human) dehydrogenase inhibition; Q99714; recombinant HADH2, NADH fluorescence, beta-hydroxybutyryl-CoA; Potency, µM (top dose mostly 57.1 µM), for inactives: top-dose activity change, negative = inhibition, hits mostly inhibitors; 3.4% of 73,000 active; further: potency means the concentration at half of the fitted maximal effect; on the % scale 0 is the no-effect control and ±100 the full control effect; nearly all actives have a fitted effect of over 60% in size; many of its hits are not listed in these tables
Target sequence (Q99714 whole entry, looked up, one chain of several): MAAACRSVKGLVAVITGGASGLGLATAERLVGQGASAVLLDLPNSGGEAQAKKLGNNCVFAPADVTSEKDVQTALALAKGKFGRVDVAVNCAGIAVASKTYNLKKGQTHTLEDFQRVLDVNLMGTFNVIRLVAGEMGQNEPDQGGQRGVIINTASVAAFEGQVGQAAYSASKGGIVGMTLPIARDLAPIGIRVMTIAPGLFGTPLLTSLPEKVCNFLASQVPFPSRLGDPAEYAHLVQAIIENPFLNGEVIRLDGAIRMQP
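Activity measured as NADH fluorescence gain (360/450 nm), taken as the change between first and last reads of a 4-min kinetic run. Conditions: pH 9.0 Tris buffer, 20 nM E. coli-expressed His-tagged enzyme, 1 mM NAD+, 90 uM beta-hydroxybutyryl-CoA; 15-min compound preincubation.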
Pol III holo inh – blocks replication by bacterial DNA polymerase III holoenzyme; reconstituted DNA polymerase III holoenzyme replication, biochemical; Potency, µM (highest dose often 57.1 µM), for inactives: at the top dose activity change, negative = inhibition; 0.25% of 71,000 active; AID 603; further: potency means the concentration at half of the fitted maximal effect; on the % scale 0 is the no-effect control and ±100 the full control effect
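Reconstituted *E. coli* holoenzyme (0.35 nM Pol III, 1 nM beta, 154 nM SSB, 2 nM primase) was preincubated with compound for 15 min at RT. Synthesis on 1.4 nM ssM13Gori ran 35 min, then was stopped with PicoGreen/EDTA and read as dsDNA fluorescence.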
ALOX15 inhib – 15-hLO (ALOX15) enzyme inhibition; purified 15hLO-1, xylenol orange hydroperoxide absorbance; Potency, µM (titrated, usually from 57.1 µM), for the others: top-dose activity change, negative = inhibition, actives largely listed as inhibitors; 1.4% of 74,000 active; further: potency means the concentration at half of the fitted maximal effect; on the % scale 0 is the no-effect control and ±100 the full control effect; nearly all actives have a fitted effect of over 55% in size
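Compounds were preincubated 15 min at room temperature with 40 nM purified human enzyme (25 mM Hepes pH 7.5, 0.01% Triton X-100); 50 uM arachidonic acid reacted 6 min. Fe-xylenol orange detection, 30 min, absorbance ratio 573/405 nm.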
FLuc inh – firefly luciferase inhibition. P08659. purified firefly luciferase, luminescence, 8 min. Potency, µM (doses to about 57.1 µM), without a hit: top-dose activity change, negative = inhibition, most hits filed as inhibitors. 2.2% of 72,000 active; further: potency means the concentration at half of the fitted maximal effect; on the % scale 0 is the no-effect control and ±100 the full control effect; nearly all actives have a fitted effect of over 40% in size
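Titration-based qHTS; buffer 50 mM imidazole pH 7.2, 50 mM KCl, 7 mM MgCl2, 10 uM ATP, 0.01% Tween 20, 0.05% BSA; luciferase/luciferin detector mix added after compound; 8 min, ambient; luminescence.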
Starred values were filed as active, the others as inactive; i = inactive; ? = inconclusive; · = no result given; [ ] = remark or other dose. Unless noted, the call rests on the fitted dose curve; in most records, active means well fitted curve in the direction sought with a large enough effect; inconclusive means small, poorly fitted or top-dose-only effect, or another doubt; inactive means no such curve, though single readings can be large; an effect the other way counts as inactive or inconclusive. An excerpt; count on the stated rates, not on these rows.

Each structure is followed by: HBB splice mod	GFP derepression	Ub-GFP proteasome	Hsp90 Hop PPI	CRE-bla Fsk	Tau filament bind	ERK AVP block	HADH2 inh	Pol III holo inh	ALOX15 inhib	FLuc inh
CN1CCN(c2ncc3ncc(=O)n(Cc4cccs4)c3n2)CC1
 : 1.1%	3%[9.22 µM]	2%	-8%	?	3%	-29%	1%	-13%	5%	0%[11.4 µM]
Cc1cc(C)cc(NC(=O)CCN2CC(C)OC(C)C2)c1 (centres undefined)
 : 2.5%	0%	1%	-1%	12%	-14%	14%	3%	-3%	17%	1%
CC(=O)C1=C(C)NC(=O)NC1c1cc(Br)ccc1OCC(N)=O (centres undefined)
 : -1.1%	2%	0%	-10%	-12%	-11%	-6%	-1%	-6%	-15%	-4%
COc1ccc2nc(N3CCCC(O)C3)c(C#N)cc2c1 (centres undefined)
 : ·	0%	-1%	2%	?	i	19%	-3%	-8%	?	13µM*
CCNc1cc2n(c(=O)n1)CCc1cc(OC)c(OC)cc1-2
 : 1.2%[57.5 µM]	4%	-4%	-6%	10µM*	13%	-29%	25µM*	0%	6%	-1%
COc1ccc(NC(=O)N2CCCC3(CCN(C(=O)c4ccncc4)CC3)C2)cc1
 : 3.6%	-2%[9.22 µM]	-3%	-2%	-7%	5%	-11%	7%	2%	-10%	1%[11.4 µM]
CC1=C(C)[N+](=O)C2CCCCC2N1[O-] (centres undefined)
 : 4.1%[0.0738 µM]	-2%	3%[9.17 µM]	-6%[11 µM]	-28%[7.6 µM]	9%[11.4 µM]	-15%	-7%[11.4 µM]	-2%[11.4 µM]	5%[11.4 µM]	1%
NS(=O)(=O)c1ccc(CNC(=O)C2CCCCC2)cc1
 : -0.9%	0%	-4%	-3%	-6%	1%	3%	4%	-2%	8%	2%
Nc1c(S(=O)(=O)c2cccs2)c2nc3ccccc3nc2n1Cc1ccc2c(c1)OCO2
 : -2.3%[57.5 µM]	-2%	-2%	19%	1%	100%	0%	?	12%	?	-14%
COC(=O)c1ccccc1N(Cc1ccccc1)S(C)(=O)=O
 : -3.3%	8%	0%	0%	0%	-1%	-7%	16%	-2%	1%	2%
COCCCNC(=O)c1ccc(CNS(=O)(=O)c2ccc(NC(C)=O)cc2)cc1
 : -5.2%	-4%	-5%	1%	?	-2%	-2%	-6%	-6%	8%	0%
c1ccc(-c2onc3cc4c(cc23)OCCO4)cc1
 : -5.1%	0%	9%	2%	13%	18%	?	61%[activator]	0%	13µM*	13µM*
C=CCSc1nnc(NC(=O)CSc2nc(CCC)cc(=O)[nH]2)s1
 : 2.3%	0%	-2%	-2%	4%	0%	7%	-8%	-2%	-6%	1%
COC(=O)c1ccc(NC(=O)CCN2CCN(c3ccccc3)CC2)cc1
 : 4.6%[1.84 µM]	-2%	-3%	-3%	5%	3%	0%	16%	1%	-9%	2%
COC(=O)c1ccc(CSc2nncn2C)cc1
 : -0.7%	15%	-4%	-1%	?	-11%	-10%	1%	-2%	10%	-2%
CCCCC(CC)COCCCN (centres undefined)
 : -0.3%	·	·	2%	4%	-17%	4%	0%	2%	0%	·
O=C(NCc1ccccn1)c1ccc(N2CCCC2=O)cc1
 : 0.8%	1%	-13%	-15%	-14%	12%	10%	-4%	-7%	2%	-2%
CC1CCN(C(=O)CN(C2CCCCC2)S(C)(=O)=O)CC1
 : 0.2%	2%	2%	-4%	-7%	10%	-8%	-8%	-3%	8%	0%
CSc1nc2c(c(=O)[nH]1)C(c1cccs1)C1=C(CCCC1=O)N2 (centres undefined)
 : -0.9%	0%	-8%	0%	-5%	-14%	5%	-13%	-6%	-4%	1%
Cc1ccc(S(=O)(=O)NC(CC(=O)NCc2ccco2)c2ccco2)cc1 (centres undefined)
 : -0.8%	-1%	-20%	-1%	-12%	8%	16%	-10%	0%	6%	4%
O=C(NCc1ccccc1)NC1(C(=O)N2CCN(c3ncccn3)CC2)CCCCC1
 : 2.3%	1%	2%	-2%	-4%	2%	-16%	20%	0%	2%	0%
Cc1cccnc1
 : 0.9%	·	·	-6%	-11%	9%	5%	-3%	-7%	-12%	·
CCCCOC(=O)Nc1nc(CC(=O)OCC)cs1
 : -0.3%[9.22 µM]	-5%	11%	1%	6%	6%	33%[activator]	-2%	-5%	13%	-1%
Cc1ccc(C(=O)NCc2ccc(Cl)c(Cl)c2)o1
 : -1.0%	2%	20%	-2%	-8%	0%	5%	-5%	-4%	-3%	2%
CCN(CC)c1ccc2cc(C(=O)Nc3cccnc3N3CCOCC3)c(=O)oc2c1
 : 0.5%	0%	-2%	-2%	?	297%	-12%	-1%	-5%	6%	0%
O=C1CC(N2CCN(C(c3ccccc3)c3ccccc3)CC2)C(=O)N1 (centres undefined)
 : -1.9%	1%	-15%	-8%	-6%	-9%	-13%	-3%	-6%	0%	2%
N#Cc1ccc(C(c2nnnn2CCc2ccccc2)N2CCCCCC2)cc1 (centres undefined)
 : ·	0%	2%	?	-10%	7%	14%	6%	0%	?	4%
Cn1ccnc1SCC(=O)Nc1ccc2c(c1)COC2=O
 : 1.2%	-2%	10%	-4%	4%	10%	-11%	-7%	-6%	-2%	-11%
O=C(Nc1nc2c(s1)CCCC2)C1CCCN1C(=O)c1cccs1 (centres undefined)
 : -0.1%[57.5 µM]	2%	3%	-1%	-2%	5%	-18%	-7%	3%	2%	1%
Cc1ccc(N(CC(=O)NC2CCCCCC2)S(=O)(=O)c2c(C)nn(C)c2C)cc1
 : -2.0%	-3%	5%	-1%	-14%	4%	9%	0%	-4%	-3%	0%
C/C(NC1CCCCC1)=C(/C#N)C(=O)NCCN1CCOCC1
 : -2.0%	3%	-1%	-6%	?	2%	-3%	-2%	3%	-12%	-3%
CCc1ccc2[nH]c(=O)c(CN(CCCN3CCOCC3)C(=O)Nc3ccc(F)cc3)cc2c1
 : ·	0%	4%	?	?	4%	?	-3%	-3%	16µM*	0%
CCCNc1ncnc2nc[nH]c12
 : -0.1%	·	4%	-1%	-10%	12%	·	2%	3%	10%	1%
Cc1ccc2c(C(=O)CN3CCCCC3CCO)c(C)[nH]c2c1 (centres undefined)
 : -4.6%[0.369 µM]	2%	9%	-6%	6%	12%	-2%	4%	-7%	?	2%
COc1ccc2cc(CCNC(=O)c3c(-c4ccccc4Cl)noc3C)c(=O)[nH]c2c1
 : 0.8%	·	-4%	-2%	?	2%	·	?	-6%	-9%	1%
CCOC(=O)CN1CC23C=CC(O2)C(C(=O)Nc2ccc(OC)cc2OC)C3C1=O (centres undefined)
 : -0.9%	0%	-8%	-3%	-10%	-10%	-2%	3%	-1%	-3%	2%
CCOc1cccc(OCCOCCN(C)Cc2ccccc2)c1
 : -1.6%[0.0738 µM]	-2%	8%[9.17 µM]	-3%[11 µM]	?	-21%[11.4 µM]	10%	2%[11.4 µM]	-3%[11.4 µM]	4%[11.4 µM]	2%
Cc1ccccc1CS(=O)(=O)CCC(=O)N1CCN(c2ccc(N3CCOCC3)nn2)CC1
 : 0.1%	-2%	-5%	-6%	?	1%	1%	?	-1%	5%	-2%
CC(=O)N=c1sc2ccccc2n1C
 : ·	2%	3%	3%	9%	-3%	-15%	2%	-2%	11%	-1%
Nc1cc(=O)[nH]c(SCCNS(=O)(=O)c2ccccc2)n1
 : ·	1%	-4%	7%	-1%	9%	4%	3%	0%	14%	0%
Cc1ccc2c(COC(=O)c3cnc(C)cn3)cc(=O)oc2c1
 : 0.1%[57.5 µM]	-1%	2%	-2%	11%	1%	26%	0%	0%	5%	2%
CCn1nc(C(=O)OCC(=O)c2c[nH]c3ccccc23)c2ccccc2c1=O
 : 4.3%[57.5 µM]	-1%	8%	-10%	4µM*	-18%	?	-1%	?	?	-6%
CCOC(=O)Cn1cnc2c(cnn2-c2ccc(Cl)cc2)c1=O
 : -0.9%	-1%	3%	-6%	12%	9%	-32%	7%	-2%	-1%	-2%
O=C(CSc1nc2ccccc2[nH]1)NCCN1CCCCC1
 : -1.0%	0%	7%	2%	?	-8%	6%	2%	0%	1%	2%
